TRPC4 act: activators of mouse TRPC4 channel; B-score at 10 µM; 310,000 compounds, 0.49% hits; HEK293 TRPC4beta/mu-opioid, Fluo4 calcium fluorescence; stronger effect = higher value; Q9QUQ5; AID 2237;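 active = B-score above 5 SD of library B-scores, and initial fluorescence ratio not above library mean plus 5 SD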;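 note: positive B-score marks a calcium rise read as TRPC4 activation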
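Technique: kinetic Fluo4 calcium fluorescence; Test system: TRPC4beta and mu-opioid receptor HEK293 stable cells; Measure: B-scored integrated calcium fluorescence ratio; Benchmarks: low control buffer alone, high control maximal DAMGO; Schedule: 45 min room-temperature Fluo4 loading, 110 s read.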
TMEM16A inh: mouse TMEM16A channel inhibition, primary screen; Q8BHY3; HEK293 TMEM16A/YFP iodide influx fluorescence, ionomycin; normalized B-score (activity score, 25-100; higher = stronger inhibition) at 10 µM; 310,000 compounds, 1.2% hits;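 active = ratio plate-corrected score three or more library SD toward inhibition, starting fluorescence score within five deviations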;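 note: score derived from kinetic fluorescence span divided by baseline fluorescence per well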
TRPC6 act: mouse TRPC6 channel activation; Q61143; HEK293-TRPC6 membrane potential dye fluorescence; stronger effect = higher value; B-score at 10 µM; 310,000 compounds, 0.13% hits; AID 2550;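 active = B-score of the integrated fluorescence ratio above library mean plus 3 SD, and starting fluorescence ratio within library mean plus 5 SD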;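 note: higher score means more depolarization so channel activation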
Target sequence (Q61143 whole entry, looked up): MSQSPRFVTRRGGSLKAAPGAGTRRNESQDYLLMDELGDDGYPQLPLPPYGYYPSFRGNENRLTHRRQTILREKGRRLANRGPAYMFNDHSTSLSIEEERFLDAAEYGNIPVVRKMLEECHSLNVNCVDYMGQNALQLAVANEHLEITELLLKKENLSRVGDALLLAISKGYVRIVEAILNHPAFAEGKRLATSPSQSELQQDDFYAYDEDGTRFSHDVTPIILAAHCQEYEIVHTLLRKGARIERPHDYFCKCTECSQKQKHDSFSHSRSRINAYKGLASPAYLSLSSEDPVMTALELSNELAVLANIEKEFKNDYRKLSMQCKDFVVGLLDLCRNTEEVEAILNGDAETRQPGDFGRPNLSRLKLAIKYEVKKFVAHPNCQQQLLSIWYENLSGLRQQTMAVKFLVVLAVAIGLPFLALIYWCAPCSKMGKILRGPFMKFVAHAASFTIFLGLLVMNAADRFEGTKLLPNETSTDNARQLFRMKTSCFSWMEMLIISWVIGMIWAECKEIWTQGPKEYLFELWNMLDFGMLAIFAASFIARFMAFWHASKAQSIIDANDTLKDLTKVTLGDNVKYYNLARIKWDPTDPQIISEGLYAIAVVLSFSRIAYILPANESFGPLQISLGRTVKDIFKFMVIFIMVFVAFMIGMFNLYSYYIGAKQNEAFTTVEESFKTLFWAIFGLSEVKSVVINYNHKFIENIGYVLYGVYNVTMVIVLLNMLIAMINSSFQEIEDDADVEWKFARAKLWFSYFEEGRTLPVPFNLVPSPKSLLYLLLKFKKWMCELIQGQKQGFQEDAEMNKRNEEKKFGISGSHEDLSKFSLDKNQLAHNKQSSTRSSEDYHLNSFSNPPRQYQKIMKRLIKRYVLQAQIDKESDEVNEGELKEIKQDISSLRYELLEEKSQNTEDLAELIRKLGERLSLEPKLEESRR
MrgX1 antag: antagonists of human MrgX1 receptor; Q96LB2; MRGX1-HEK293 calcium flux, Fluo-4, BAM8-22 antagonism; stronger effect = lower value; B-score at 10 µM; 310,000 compounds, 1.3% hits;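 active = calcium-response B-score plate-corrected more than 3 library SD below zero, starting fluorescence within 5 deviations, no agonist response on first addition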;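 note: peak minus trough fluorescence over baseline after final BAM8-22 challenge near maximal dose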
SKKanGAS inh: inhibitors of SKKanGAS S. pyogenes growth in kanamycin (SK-promoter or general growth effect); BacTiter-Glo, 6 h; inhibition, % at 7.5 µM; 300,000 compounds, 1.3% hits; AID 1662;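 active = mean replicate score, as percent of positive control median, at least 50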;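 note: strain carries kanamycin resistance gene driven by streptokinase promoter and grows in 40 µg/ml kanamycin; loss of luminescence reflects streptokinase promoter inhibition or plain growth inhibition; 0% = median of DMSO wells and 100% = positive control at its reference dose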
TRPC6 inhibitor: inhibitors of mouse TRPC6 channel; 310,000 compounds, 1.1% hits; HEK293-TRPC6, membrane potential dye, ACh-evoked depolarization; stronger effect = lower value; B-score at 10 µM; Q61143;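 active = B-score under library mean minus 3 SD, initial fluorescence not abnormally high, positive integrated signal ratio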;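 note: B-score derived from integrated fluorescence ratio over the kinetic read; more negative B-score means stronger inhibition of depolarization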
ANO1 activ: activators or potentiators of mouse TMEM16A chloride channel; B-score at 10 µM; Q8BHY3; HEK293 TMEM16A/YFP-H148Q/I152L, iodide quench fluorescence; stronger effect = lower value; AID 623877; 340,000 compounds, 0.3% hits;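 active = fluorescence-ratio B-score plate-corrected deviation score at least 3 library SD below zero, with starting fluorescence score within 5 deviations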;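 note: channel opened by trigger with iodide after compound preincubation; score built on the fluorescence ratio of max minus min over baseline; more negative score means more quench and so TMEM16A activation or potentiation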
MrgX1 allo act: allosterically activates human MrgX1 receptor signaling. Q96LB2. MrgX1-HEK293, Fluo-4 calcium flux, FDSS; stronger effect = higher value. B-score at 10 µM. 310,000 compounds, 0.63% hits. AID 588675;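 active = plate-corrected calcium response at least 3 library SD above typical, normal starting fluorescence, not activating the receptor alone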;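 note: compound read alongside a low EC10 to EC30 dose of BAM8-22 agonist; peak minus trough fluorescence over baseline measured at the second addition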
TRPC4 PAM: TRPC4 (mouse) allosteric potentiation. Q9QUQ5. HEK293 TRPC4beta/mu-opioid, DAMGO EC20, Fluo-4 Ca2+ flux; stronger effect = higher value. B-score at 10 µM. 310,000 compounds, 0.42% hits;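 active = B-score of calcium response area above 5 SD of library B-scores, with initial fluorescence ratio within 5 SD of library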;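 note: B-score of integrated fluorescence ratio over time as area under calcium response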
MrgX1 agonist: human MrgX1 receptor agonism, primary screen | 310,000 compounds, 0.44% hits | Q96LB2 | B-score at 10 µM | MrgX1-HEK293 cells, Fluo-4 calcium fluorescence, agonist mode; stronger effect = higher value | AID 588627;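 active = calcium response B-score plate-corrected fluorescence ratio at least 3 library SD, with starting fluorescence B-score inside 5 SD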
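Material: HEK293 cells stably expressing human MrgX1 receptor | Quantity: 15,000 cells per well | Times: Cells plated overnight, dye loaded 0.5 h 37 °C, 0.5 h room temperature | Measured by: Kinetic Fluo-4 NW fluorescence of intracellular calcium | Control set: Positive and negative controls per plate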
TRPC4 block: blocks the mouse TRPC4 cation channel. HEK293 TRPC4beta/mu-opioid, DAMGO-evoked Fluo4 calcium flux; stronger effect = lower value. B-score at 10 µM. 300,000 compounds, 0.39% hits. AID 2247;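 active = B-score over 3 SD under the library average, no early fluorescence shift, positive overall ratio signal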
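Test system – stable TRPC4beta/mu-opioid receptor HEK293 cells · Probe or stimulus – DAMGO, a submaximal dose followed by a maximal one · Dosing – one concentration per compound · Signal – Fluo4 calcium fluorescence by kinetic imaging, 5 s 1 Hz baseline · Evaluation – per-well B score of integrated baseline-normalized Fluo4 ratio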
* hit, by the source's call; i = inactive; nt = not tested or not shown.

SMILES	TRPC4 act	TMEM16A inh	TRPC6 act	MrgX1 antag	SKKanGAS inh	TRPC6 inhibitor	ANO1 activ	MrgX1 allo act	TRPC4 PAM	MrgX1 agonist	TRPC4 block
Cc1nn(-c2ccccc2)c2sc(C(=O)OC3CCOC3=O)cc12 (centres undefined)	i	i	i	i	-1.7	i	i	i	i	i	i
Cc1ccc(CNc2nc3ccccc3n2C)cc1	i	i	i	i	2.5	i	i	i	i	i	i
O=C(CSc1nnc(COc2ccccc2)o1)N1CCCC1	i	i	i	i	21.3	i	i	i	i	i	i
CCOC(=O)c1sc(/N=C/c2ccc(O)cc2O)cc1C	i	i	i	i	3.7	i	i	i	i	i	i
CN(C)S(=O)(=O)c1ccc2c(c1)nc(CCC(=O)NCCc1ccc(Cl)cc1)n2C	i	i	i	i	-3.0	i	i	i	i	i	i
Cc1cc(C)nc(N(C#N)Cc2ccc([N+](=O)[O-])cc2)n1	i	i	i	i	0.2	i	i	i	i	i	i
CCc1cc(SC#N)cc(C)c1N	i	i	i	i	-9.6	i	i	i	i	i	i
CC1CCC(NC(=O)Nc2cccs2)CC1 (centres undefined)	i	i	i	i	7.7	i	i	i	i	i	i
O=C(CN1C(=O)NC2(CCCC2)C1=O)N1CCN(Cc2ccccc2)CC1	i	i	i	i	-1.8	i	i	i	i	i	i
Cc1cccc(C)c1NC(=O)CNC(=O)c1c(C)nn(-c2ccccc2)c1Cl	i	i	i	i	6.0	i	i	i	i	i	i
CC1(C)Cc2c(sc3[nH]c(=O)n(CC(=O)NCC4CCCO4)c(=O)c23)CO1 (centres undefined)	i	i	i	i	6.0	i	i	i	i	i	i
CCOC(=O)C(=O)Nc1ccccc1C(N)=O	i	i	i	i	0.4	i	i	i	i	i	i
CCOc1ccc(S(=O)(=O)N2CCc3ccccc3C2)cc1	i	i	i	i	-0.9	i	i	i	i	i	i
CCCCCCSc1ccc([C@H]2N[C@@](CC(C)C)(C(=O)OC)[C@H]3C(=O)N(CC)C(=O)[C@@H]23)cc1	i	i	i	i	15.5	i	i	i	i	i	i
Cc1ccc(OCC(=O)NC2CCCC2)c(C)c1	i	i	i	i	4.0	i	i	i	i	i	i
COc1ccc(NC(=O)c2ccc(N3C(=O)C4CC=C(Cl)CC4C3=O)cc2)cc1 (centres undefined)	i	i	i	i	-4.7	i	i	i	i	i	i
COc1ccc(/C(C)=N/NC(=O)c2ccc3nc[nH]c3c2)cc1	i	i	i	i	-2.2	i	i	i	i	i	i
C/C(=N\NC(=O)CN(c1ccccc1)S(=O)(=O)c1ccccc1[N+](=O)[O-])C(C)(C)C	i	i	i	i	-1.0	i	i	i	i	i	i
O=C(c1ccco1)N1CCN(C(=O)C(Cc2ccccc2)NS(=O)(=O)c2cccs2)CC1 (centres undefined)	nt	i	nt	i	nt	nt	i	i	nt	i	nt
Cc1ccc(-c2nnc(N3CCN(c4ccccn4)CC3)c3ccccc23)cc1	i	25*	i	i	27.3	i	i	i	i	i	i
Cc1ccc(C(C)C)c(OCc2nn(CC(=O)c3ccc(Cl)cc3)c3[n+]2CCCCC3)c1	i	i	i	i	23.4	i	i	i	i	i	i
Cc1ccc(OCC(=O)Nc2ccc(C(N)=O)cc2)cc1	i	i	i	i	-5.4	i	i	i	i	i	i
O=C(O)CSc1nc2ccccc2nc1Cc1ccccc1F	i	i	i	i	-1.8	i	i	i	i	i	i
CCOc1ccccc1C(=O)Nc1nnc(COC)s1	i	i	i	i	-2.4	i	i	i	i	i	i
Cn1c(C(O)c2ccc(Br)cc2)nc(Cl)c1Cl (centres undefined)	i	i	i	i	1.6	i	i	i	i	i	i
Continuation:
SMILES	TRPC4 act	TMEM16A inh	TRPC6 act	MrgX1 antag	SKKanGAS inh	TRPC6 inhibitor	ANO1 activ	MrgX1 allo act	TRPC4 PAM	MrgX1 agonist	TRPC4 block
CCCC(=O)Nc1ccccc1NC(=O)C1CCCCC1	i	i	i	i	-0.3	i	i	i	i	i	i
COc1ccc(S(=O)(=O)N2c3ccccc3OCC2c2ccccc2)cc1 (centres undefined)	i	i	i	i	30.1	i	i	i	i	i	i
COc1ccc(OC)c(C(=O)Cn2c3[n+](c4ccc(C(F)(F)F)cc42)CCCCC3)c1	i	i	i	i	7.3	i	i	i	i	i	i
Cc1ccc(CNC(=O)COC(=O)c2ccc(Br)cc2)cc1	i	i	i	i	-8.5	i	i	i	i	i	i
CNc1nc(-c2ccccc2)cc(C)c1S(C)(=O)=O	i	i	i	i	-1.2	i	i	i	i	i	i
COc1ccc(N2CCN(C(c3cccs3)C(C)NC(=O)C(=O)N3CCOCC3)CC2)cc1 (centres undefined)	i	i	i	i	-4.3	i	i	i	i	i	i
O=C(CNCc1cccs1)Nc1ccc(N2CCCCCC2)cc1	i	i	i	i	-5.2	i	i	i	i	i	i
Cc1occc1C(=O)/C(C#N)=C/c1ccc(O)c(Br)c1	46*	i	72.8*	i	1.5	i	i	i	i	i	i
O=C(CCCn1c(SCC(=O)Nc2ccccc2Cl)nc2ccccc2c1=O)NCC1CCCO1 (centres undefined)	i	i	i	i	-6.4	i	i	i	i	i	i
Fc1ccccc1Nc1ncnc2c1nnn2Cc1ccccc1	i	i	i	i	5.0	i	i	i	i	i	i
CC(=O)c1ccc(N2CCN(C(=O)CCCc3nc4ccccc4s3)CC2)cc1	i	i	i	i	-12.5	i	i	i	i	i	i
CCN(CC)c1ccc(/C=N/NC(=O)c2ccco2)c(O)c1	i	i	i	i	nt	i	i	i	i	i	i
Cc1cc(C)cc(-n2c(SCC(=O)NCc3ccco3)nc3ccccc3c2=O)c1	nt	i	nt	i	nt	nt	i	i	nt	i	nt
CC(=O)Oc1ccc2nc(-c3ccco3)oc(=O)c2c1	i	i	i	i	0.9	i	i	i	i	i	i
CC1(C)OC1COc1c2ccoc2cc2oc(=O)ccc12 (centres undefined)	i	i	i	i	-6.2	i	i	i	i	i	i
CCN1C(=O)/C(=C/c2cn(C)nc2C)SC1=S	i	i	i	i	-1.3	i	i	i	i	i	i
CC1CN(C(=O)C2CCCC2)C(C)CN1C(=O)C1CCCC1 (centres undefined)	i	i	i	i	2.4	i	i	i	i	i	i
O=C(COc1ccc2c(C(F)(F)F)cc(=O)oc2c1)Nc1ccc2c(c1)OCCO2	i	i	i	i	-1.8	i	i	i	i	i	i
CC(=O)NCC(=O)OCC(=O)c1ccc2ccccc2c1	i	i	i	i	-4.2	i	i	i	i	i	i
Cc1nnc(SCC2=C(C(=O)O)N3C(=O)C(NC(=O)Cn4nc(C(F)F)cc4C)C3SC2)s1 (centres undefined)	i	i	i	i	112.3*	i	i	i	i	i	i
CC(C)OCCCNC(=O)CCSc1ccc(Cl)cc1	i	i	i	i	0.8	i	i	i	i	i	i
CCOC(=O)C(C)N1C(=O)S/C(=C/c2ccc3c(c2)n(C)c(=O)n3C)C1=O (centres undefined)	i	i	i	i	0.8	i	i	i	i	i	i
Cc1[nH]c(=O)[nH]c(=O)c1S(=O)(=O)Nc1ccc(F)cc1Cl	i	i	i	i	0.3	i	i	i	i	i	i
Cc1ccc(OCC(=O)NC2CC(C)(C)NC(C)(C)C2)cc1C	i	i	i	i	-5.4	i	i	i	i	i	i
CCCCCCNCc1c(F)cccc1Cl	i	i	i	i	-4.0	i	i	i	i	i	i
Further structures:
SMILES	TRPC4 act	TMEM16A inh	TRPC6 act	MrgX1 antag	SKKanGAS inh	TRPC6 inhibitor	ANO1 activ	MrgX1 allo act	TRPC4 PAM	MrgX1 agonist	TRPC4 block
COc1ccc(CNC(=O)c2ccccc2C(=O)O)cc1	i	i	i	i	2.7	i	i	i	i	i	i
Nc1c(C(=O)C2CC2)sc2nc3c(cc12)CCC3	i	i	i	i	3.9	i	i	i	i	i	i
O=C(NCc1cccnc1)Nc1cccc(C(F)(F)F)c1	i	i	i	i	9.2	i	i	i	i	i	i
COc1ccc(NC(=O)c2cc(-c3ccco3)nc3ccccc23)cc1	i	i	i	i	4.9	i	i	i	i	i	i
COc1ccc(C(=O)OCC2CC(c3ccccc3)N(C)O2)cc1 (centres undefined)	i	i	i	i	-7.3	i	i	i	i	i	i
CCOc1ccc(C(=O)/C=C/Nc2ccc(S(=O)(=O)Nc3cc(C)nc(C)n3)cc2)cc1	i	i	i	i	7.8	i	nt	i	i	i	i
COc1cccc(C(=O)Nc2nc(-c3ccc(S(=O)(=O)N4CCOCC4)cc3)cs2)c1	i	i	i	i	9.4	i	i	i	i	i	i
CC(C)c1nccn1S(=O)(=O)c1cc([N+](=O)[O-])ccc1Cl	i	i	i	i	1.0	i	i	i	i	i	i
CS(=O)(=O)N1CCc2cc(C(=O)N3CCOCC3)ccc21	i	i	i	i	5.0	i	i	i	i	i	i
COC(=O)[C@H]1Cc2cnoc2C[C@]1(C)C(=O)O	i	i	i	i	-4.4	i	i	i	i	i	i
NNC(=O)CSCc1ccc(Cl)cc1Cl	i	i	i	i	-20.1	i	i	i	i	i	i
Cc1ccc(SCC(=O)c2c(C)nc3ccccn23)cc1	i	i	i	i	3.0	i	i	i	i	i	i
Nc1ccnc(Oc2ccc(F)cc2)c1	i	i	i	i	-0.9	i	i	i	i	i	i
CCOC(=O)c1cc(C(=O)NN)c(=O)[nH]c1C	i	i	i	i	-5.2	i	i	i	i	i	i
Cc1nc(-c2ccc(NC(=O)c3ccc(Br)o3)cc2)cs1	i	i	i	i	20.5	i	i	i	i	i	i
COc1ccc(CN2CCN(S(=O)(=O)c3ccc(F)cc3)CC2)c(OC)c1OC	i	i	i	i	4.1	i	i	i	i	i	i
Cc1cc(C)c(NC(=O)COc2nc3ccccc3nc2C)c(C)c1	i	i	i	i	-0.6	i	i	i	i	i	i
COc1cc(NC(=O)Nc2cccc(Cl)c2)c(OC)cc1NC(=O)CN1CCCCC1	i	i	i	i	40.5	i	i	i	i	i	i
Cc1ccc(Cl)c(NC(=O)CN2CCNC(=O)C2)c1Cl	i	i	i	i	-5.4	i	i	i	i	i	i
CN(C)S(=O)(=O)Oc1ccc(C(=O)Nc2cccc(C(F)(F)F)c2)cc1	i	i	i	i	-8.6	i	i	i	i	i	i
O=C(NNC(=O)c1cccc(O)c1)Nc1ccc([N+](=O)[O-])cc1	i	i	i	i	0.1	i	i	i	i	i	i
Cc1ccc(NC(=O)CCS(=O)(=O)c2ccc3c(c2)NC(=O)C(C)S3)cc1Cl (centres undefined)	i	i	i	i	-3.6	i	i	i	i	i	i

Compound activity (PubChem)
